Screening data (PubChem BioAssay)
GAA spleen mod: inhibits or activates alpha-glucosidase in human spleen homogenate; P10253; human spleen homogenate, 4-MU-alpha-glucoside fluorescence; Potency, µM (highest dose often 79.9 µM), for inactives: top-dose activity change, negative = inhibition, most hits filed as inhibitors; hit rate 0.006% among 240,000; AID 2112;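 also: 0% = enzyme with vehicle and -100% = no enzyme basal signal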
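Enzyme source: human spleen homogenate, 1 ug/well. Buffer 50 mM citric acid/K phosphate pH 5.0, 0.01% Tween-20. 4-MU-alpha-glucoside 1 mM; 37 C x 40 min; NaOH/glycine stop; fluorescence.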
Tau fibril ThT: tau fibrillization inhibition (ThT binding); P10636; recombinant tau K18 P301L, heparin-induced fibrillization, ThT fluorescence; Potency, µM (titrated, usually from 57.4 µM), for the others: at the highest dose activity, negative = inhibition, hits mostly inhibitors; hit rate 2.1% among 270,000; also: % is scaled to controls: 0 for no effect and ±100 for the full control effect; nearly all actives have a fitted effect of over 55% in size
Target sequence (P10636 561-689 P618L limits assumed): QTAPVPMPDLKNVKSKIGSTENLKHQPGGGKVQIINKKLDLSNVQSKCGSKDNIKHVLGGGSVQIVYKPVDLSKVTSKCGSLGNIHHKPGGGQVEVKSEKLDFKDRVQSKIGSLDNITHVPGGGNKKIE
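Recombinant human tau K18 fragment […] carrying P301L, 15 uM unlabeled plus 0.24 uM Alexa 594-labeled, was fibrillized with 20 uM heparin in 100 mM sodium acetate pH 7 for 6 hr at 37 C; 30 uM ThT fluorescence read after 1 hr.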
GLA spleen mod: inhibits or activates alpha-galactosidase in human spleen homogenate. AID 2107. hit rate 0.008% among 240,000. Potency, µM (top dose mostly 80 µM), without a hit: at the highest dose activity change, negative = inhibition, usual class: inhibitors. P06280. human spleen homogenate, 4MU-alpha-Gal fluorescence, 40 min;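 also: 0% = enzyme with vehicle and -100% = no enzyme basal signal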
Target sequence (P06280 32-429 limits assumed): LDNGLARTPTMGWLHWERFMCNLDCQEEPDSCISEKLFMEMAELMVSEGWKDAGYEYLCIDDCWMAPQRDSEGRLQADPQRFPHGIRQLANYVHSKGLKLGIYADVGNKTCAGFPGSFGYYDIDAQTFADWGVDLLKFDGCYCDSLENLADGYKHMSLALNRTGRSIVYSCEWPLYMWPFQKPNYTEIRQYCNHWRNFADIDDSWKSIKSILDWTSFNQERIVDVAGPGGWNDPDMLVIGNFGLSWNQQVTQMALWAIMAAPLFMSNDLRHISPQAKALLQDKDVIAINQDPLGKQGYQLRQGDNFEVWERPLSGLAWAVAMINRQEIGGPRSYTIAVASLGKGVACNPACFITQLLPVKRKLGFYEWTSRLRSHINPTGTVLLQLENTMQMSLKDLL
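Inhibition or activation of alpha-galactosidase in human spleen homogenate is scored by 4-MU fluorescence after 40 min at 37C, pH 5.0, with 1 mM substrate. AC50s come from concentration-response fitted to the Hill equation.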
Tau fibril FP: tau fibrillization inhibition (FP); K18 P301L tau heparin fibrillization, Alexa594 FP, 6 h; Potency, µM (doses to about 57.7 µM), for the others: top-dose activity, negative = inhibition, hits mostly inhibitors; hit rate 0.39% among 280,000; AID 1468; also: % is scaled to controls: 0 for no effect and ±100 for the full control effect; nearly all actives have a fitted effect of over 55% in size
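K18 P301L tau (15 uM unlabeled/0.24 uM Alexa 594-labeled, final) + compound + heparin 20 uM final; 100 mM NaOAc pH 7; 6 hr 37 C; ThT 30 uM final added, 1 hr RT; FP ex 555/em 632 nm.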
Tau fluor cs: counter-screen for tau fibril formation inhibitors; tau K18 P301L (four-repeat tau fragment) Alexa594 fluorescence, heparin fibrillization; Potency, µM (doses to about 57.7 µM), without a hit: at the highest dose activity change, negative = decrease; AID 1463; hit rate 0.93% among 280,000; also: % is scaled to controls: 0 for no effect and ±100 for the full control effect; nearly all actives have a fitted effect of over 55% in size
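Human K18 P301L tau (15 uM unlabeled plus 0.24 uM Alexa 594-labeled, final) in 100 mM sodium acetate pH 7 was mixed with compound and 20 uM heparin and incubated 6 hr at 37 C.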
HTT ATP protect: cytoprotection in Huntington HTT-Q103 PC12 cell model; PC12 HTT-Q103 induced, cytoprotection, ATP luminescence, 40 h; Potency, µM (series often up to 56.4 µM), for inactives: cytoprotection (ATP increase), hits mostly activators; hit rate 0.14% among 230,000; AID 1471;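 also: % of control where 0% means no effect; nearly all actives have a fitted effect of over 45% in size; toxic huntingtin expression switched on by the ecdysone agonist tebufenozide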
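Huntington model: PC12 line, ecdysone-inducible HTTQ103 exon1–GFP, tebufenozide 100 nM. Test articles in a dose series. Endpoint luminescence from cellular ATP.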
GAA inh: blocks human lysosomal alpha-glucosidase | Potency, µM (top dose mostly 76.9 µM), inactives show top-dose activity change, negative = inhibition, hits mostly inhibitors | P10253 | hit rate 0.005% among 200,000 | purified human GAA, 4-MU-alpha-glucoside fluorescence;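 also: plate controls were uninhibited enzyme wells for no effect and no-enzyme background for full effect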
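Endpoint fluorogenic read: 20 min room-temperature reaction of 4 nM human alpha-glucosidase with 400 uM 4-methylumbelliferyl-alpha-D-pyranoside, pH 5.0, quenched with 1M NaOH/1M glycine pH 10. AC50 from Hill modeling.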
GAA glycogen: inhibitors or activators of human alpha-glucosidase glycogen cleavage. P10253. recombinant GAA, glycogen substrate, Amplex Red glucose oxidase fluorescence. Potency, µM (doses to about 76.4 µM), for the others: at the highest dose activity change, negative = inhibition, usual class: inhibitors. hit rate 0.38% among 300,000;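 also: 0% = full enzyme reaction and -100% = no-enzyme basal signal; the screen sought inhibitors and activators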
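Recombinant human enzyme (4 nM); glycogen substrate; 37 C, 40 min, pH 5.0. Readout: coupled glucose oxidase/Amplex Red fluorescence.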
Numbers without * were called inactive; ? = inconclusive; . = not tested or not shown; [ ] = remark or other dose. Calls follow the shape of the dose curve; as a rule, active = well fitted curve in the direction sought with a large enough effect; inconclusive = small, poorly fitted or top-dose-only effect, or another doubt; inactive = no such curve, though single readings can be large; an effect the other way counts as inactive or inconclusive. Potency is read from the fitted curve at half-maximal effect. Compounds were not picked by outcome (roughly 3.3% active in at least one column).

SMILES	GAA spleen mod	Tau fibril ThT	GLA spleen mod	Tau fibril FP	Tau fluor cs	HTT ATP protect	GAA inh	GAA glycogen
COc1ccc(NC(=O)CSc2nnc(Cn3cnc([N+](=O)[O-])n3)n2C)cc1	-11%	-3%	-9%	2%	-5%	-10%[10 µM]	6%	-3%
CCc1ccc(NC(=O)Cn2c3[n+](c4c(F)c(F)ccc42)CCCCC3)cc1	-12%	-6%	-4%	3%	4%	4%[10 µM]	-1%	10%
CCCS(=O)(=O)N1CCCC(C(=O)NCCCN(CC)c2cccc(C)c2)C1 (configuration not stated)	5%	-7%	1%	7%	-14%	-18%	1%	-7%
O=C(COC(=O)c1ccc(Br)c(S(=O)(=O)N2CCOCC2)c1)NCC1CCCO1 (configuration not stated)	10%	-2%	-3%	0%	-4%	-16%	-5%	2%
COc1ccc(C(C)=O)c(OC(=O)c2ccco2)c1	-2%	?	-2%	-10%	-11%	-17%	-3%	2%
Cc1ccc(Sc2ccc(NC(=O)CCl)cc2)c(C)c1	1%	-2%	-15%	-3%	-6%	-6%[10 µM]	1%	4%
NC(=O)COc1ccc(NC(=O)OCc2ccccc2)cc1	-6%	?	3%	2%	-10%	-84%[inhibitor]	0%	6%
C=CCNC(=O)COC(=O)COc1ccc(Cl)cc1	2%	-4%	2%	11%	4%	-14%	-6%	6%
O=C(COc1ccc(C(=O)c2ccccc2)cc1)NC1CCCCC1	9%	-9%	5%	4%	1%	36%[10 µM]	8%	3%
C=CCc1ccccc1OCCOc1ccc([N+](=O)[O-])cc1/C=N/NC(N)=O	-2%	4%	-1%	-6%	-7%	-13%	0%	5%
Cc1ccn2cc(-c3ccc(C)c(NS(=O)(=O)c4ccc(Cl)cc4)c3)nc2c1	.	-5%	.	-11%	?	.	.	5%[76.3 µM]
CC(C)C(=O)Nc1cccc(NC(=O)c2cccc(Br)c2)c1	6%	-1%	9%	1%	-5%	-6%[10 µM]	3%	10%
Cc1nc2ccc(NC(=S)NC3CC3)cc2nc1C	-8%	3%	5%	13%	9%	?	-5%	5%
CC1CCCCN1CCCNC(=O)c1ccc2c(=O)n(CCc3ccccc3)c(=O)[nH]c2c1 (configuration not stated)	7%	-6%	?	-11%	-15%	-20%	?	-5%
Cc1cccc(N=C2NC(=O)/C(=C/c3cccn3C)S2)c1C	-4%	?	-2%	-4%	-21%	-12%[10 µM]	.	-3%
COCc1nnc(NC(=O)CCSc2ccccc2)s1	-4%	-13%	-11%	-6%	-12%	10%	-4%	-25%
O=C(c1cccc([N+](=O)[O-])c1)N1CCN(c2cccc(Cl)c2)CC1	-1%	-10%	-8%	2%	-13%	11%[10 µM]	-3%	4%
CC(=O)Nc1ccc(S(=O)(=O)n2cnc(C)c2)cc1	-3%	-2%	1%	0%	3%	-10%	-4%[15.4 µM]	8%
COc1cccc(CNC(=O)C2CCN(S(=O)(=O)c3cccs3)CC2)c1	1%	-5%	7%	-6%	-10%	-23%	-19%	7%
CC(C1CC2CCC1C2)n1c(-c2cccs2)n[nH]c1=S (configuration not stated)	3%	-12%	6%	4%	-9%	10%[10 µM]	.	?
COC(=O)c1[nH]c2c(c1C)C(=O)CC(c1cc(OC)ccc1OC)C2 (configuration not stated)	-11%	-13%	-1%	-5%	-7%	-27%[10 µM]	-5%	0%
O=C(c1cc2ccccc2cc1OCC(O)CN1CCCCC1)N1CCCCC1 (configuration not stated)	-4%	2%	-5%	-1%	-2%	-20%	-4%[15.4 µM]	4%
O=c1[nH]nc(Cc2ccccn2)c2ccccc12	1%	5%	-4%	-2%	2%	8%[0.074 µM]	5%	9%
COc1ccccc1CNc1ccc(-c2nc(C)no2)cc1[N+](=O)[O-]	.	-4%	.	-9%	-19%	.	.	-11%[76.3 µM]
CN(Cc1ccccc1)c1nc(N)nc(Cl)c1C=O	-4%	-1%	2%	-3%	5%	12%[10 µM]	-1%	3%
SMILES	GAA spleen mod	Tau fibril ThT	GLA spleen mod	Tau fibril FP	Tau fluor cs	HTT ATP protect	GAA inh	GAA glycogen
CC(C)NC(=O)[C@H]1C[C@@H]1[C@H](NC(=O)OCc1ccccc1)c1ccccc1	-1%	0%	1%	-1%	1%	-6%	.	.
CCc1ccc(NC(=O)C(C)OC(=O)c2ccc(N3CCCC3)c([N+](=O)[O-])c2)cc1 (configuration not stated)	-2%	?	6%	-5%	?	-1%[10 µM]	5%	1%
CCCOc1ccc(/C=N/O)cc1	-7%	-6%	4%	1%	-3%	-10%	9%	-3%
COc1ccc2nc3c(cc2c1)Cc1ccccc1-3	12%	?	17%	1%	?	-119%[inhibitor]	.	.
CCOCC(=O)Nc1cccc(C(=O)OCC)c1	-5%	-7%	3%	-6%	1%	-1%[0.074 µM]	-3%	7%
Cc1cc(C)n(-c2nc3ccccc3nc2N2CCN(C(=O)c3ccc(Cl)cc3)CC2)n1	-11%	-13%	1%	8%	2%	-4%	-9%	-8%
O=C(/C=C/c1cccc(Br)c1)NCC1CCCCC1	11%	-5%	4%	-7%	-14%	-5%[10 µM]	-7%	-9%
CCOc1cc(/C=N/O)cc(Br)c1OCc1ccc(Cl)cc1	-12%	?	-7%	?	?	-38%	-5%	-17%
O=C1N(Cc2ccccc2)c2ccccc2C1(O)c1c[nH]c2ccccc12 (configuration not stated)	.	5%	.	6%	-22%	.	.	-28%[76.3 µM]
COc1ccc(CCC(=O)N(C)CC(=O)Nc2ccc(N3CCOCC3)cc2)cc1	-3%	-14%	-1%	12%	-10%	-8%	4%	4%
COc1ccc(C(=O)COC(=O)C(CCSC)NS(=O)(=O)c2ccc(Cl)cc2)cc1 (configuration not stated)	-6%	4%	3%	7%	-13%	41%[10 µM]	0%	-4%
COc1ccc(C(=O)OCC(=O)N2CCCC2=O)c(OC)c1	-5%	-8%	-9%	0%	-5%	-2%[10 µM]	4%	22%
COc1ccccc1C(=O)NC(=S)Nc1ccc(NC(=O)c2ccco2)cc1	6%	?	3%	?	-29%	0%[10 µM]	6%	-6%
Cc1c(NC(=O)Nc2ccccc2Cl)sc(=S)n1C	4%	4%	-1%	-6%	-3%	-23%[10 µM]	5%	?
COCCn1c(C)cc(C2=NNC(=Nc3ccc(F)cc3)SC2)c1C	-2%	-6%	8%	-4%	-3%	20%	-3%	-10%
COc1ccccc1C1C(C(=O)c2cc3ccccc3o2)=C(O)C(=O)N1CCN1CCOCC1 (configuration not stated)	-2%	?	14%	-13%	-16%	0%[0.074 µM]	-3%	4%
Cc1nn(-c2ccccc2)c(N2CCCC2)c1/C=N/NC(=O)c1cc(-c2cccnc2)nc2ccccc12	-6%	?	3%	?	?	15%[10 µM]	-6%	0%
Cn1cnnc1SCC(=O)N1CCc2ccccc21	3%	-12%	-14%	7%	-4%	8%	-4%	2%
Cc1nnsc1C(=O)NC(C)c1ccccc1 (configuration not stated)	9%	0%	7%	3%	0%	2%	0%	3%
Cc1sc2ncnc(NCCCO)c2c1C	1%	-9%	3%	2%	-3%	-12%	-2%[15.4 µM]	4%
O=C(N/N=C/c1ccc[nH]1)c1ccc(Cl)cc1	5%	-16%	6%	5%	-2%	.	-8%	3%
CCOc1cccc(CN2CCCC(CCC(=O)NCc3ccccc3F)C2)c1O (configuration not stated)	2%	-7%	8%	1%	-8%	17%[10 µM]	6%	-13%
CCc1c(C)nc(N2CCOCC2)[nH]c1=O	3%	-6%	-7%	2%	-9%	19%[10 µM]	12%	11%
CC(CCCC(C)(C)O)NCc1cn[nH]c1-c1ccc2c(c1)OCO2 (configuration not stated)	5%	-5%	4%	-2%	2%	-11%	0%	1%

One compound at a time, as listed above. Order of screens: GAA spleen mod, Tau fibril ThT, GLA spleen mod, Tau fibril FP, Tau fluor cs, HTT ATP protect, GAA inh, GAA glycogen
`Cn1cnnc1SCC(=O)N1CCc2ccccc21` across the screens: 3%, -12%, -14%, 7%, -4%, 8%, -4%, 2%
`O=C1N(Cc2ccccc2)c2ccccc2C1(O)c1c[nH]c2ccccc12` (configuration not stated) across the screens: ., 5%, ., 6%, -22%, ., ., -28%[76.3 µM]

Compounds shown so far that have a Cl atom (10):
SMILES	GAA spleen mod	Tau fibril ThT	GLA spleen mod	Tau fibril FP	Tau fluor cs	HTT ATP protect	GAA inh	GAA glycogen
Cc1ccc(Sc2ccc(NC(=O)CCl)cc2)c(C)c1	1%	-2%	-15%	-3%	-6%	-6%[10 µM]	1%	4%
C=CCNC(=O)COC(=O)COc1ccc(Cl)cc1	2%	-4%	2%	11%	4%	-14%	-6%	6%
Cc1ccn2cc(-c3ccc(C)c(NS(=O)(=O)c4ccc(Cl)cc4)c3)nc2c1	.	-5%	.	-11%	?	.	.	5%[76.3 µM]
O=C(c1cccc([N+](=O)[O-])c1)N1CCN(c2cccc(Cl)c2)CC1	-1%	-10%	-8%	2%	-13%	11%[10 µM]	-3%	4%
CN(Cc1ccccc1)c1nc(N)nc(Cl)c1C=O	-4%	-1%	2%	-3%	5%	12%[10 µM]	-1%	3%
Cc1cc(C)n(-c2nc3ccccc3nc2N2CCN(C(=O)c3ccc(Cl)cc3)CC2)n1	-11%	-13%	1%	8%	2%	-4%	-9%	-8%
CCOc1cc(/C=N/O)cc(Br)c1OCc1ccc(Cl)cc1	-12%	?	-7%	?	?	-38%	-5%	-17%
COc1ccc(C(=O)COC(=O)C(CCSC)NS(=O)(=O)c2ccc(Cl)cc2)cc1 (configuration not stated)	-6%	4%	3%	7%	-13%	41%[10 µM]	0%	-4%
Cc1c(NC(=O)Nc2ccccc2Cl)sc(=S)n1C	4%	4%	-1%	-6%	-3%	-23%[10 µM]	5%	?
O=C(N/N=C/c1ccc[nH]1)c1ccc(Cl)cc1	5%	-16%	6%	5%	-2%	.	-8%	3%
